# Screening results (PubChem BioAssay)
# AddAB inh – growth inhibition of E. coli expressing H. pylori AddAB, primary screen, AddAB inhibitor project, absorbance; inhibition, % at 11.9 µM; hit rate 0.29% among 330,000; AID 435030, 2010; in the data active = inhibition above about 12%;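 also: 0% = vehicle wells of infected cells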
# Tat transport – E. coli Tat export inhibitors, primary screen, MC4100, TorA-mCherry reporter, fluorescence, single point. inhibition, % at 10 µM. hit rate 0.036% among 340,000;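 active = mean replicate inhibition at least 50% and at least half of replicates individually reaching 50%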;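 also: exported cargo escapes ClpAP degradation while cytoplasmic cargo is degraded and loses fluorescence; 0% = median of neutral control wells and 100% = median of NaSCN control wells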
# OPRM1-OPRD1 ag – agonists of OPRM1-OPRD1 heterodimerization, primary screen, cell-based, luminescence | hit rate 0.3% among 340,000 | cells | AID 504326, 2011 | activation, % at 9.3 µM; in the data active = activation above about 18%;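 also: 0% = vehicle-treated cells and 100% = reference agonist; values of inactives mirror those of a sister screen read the other way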
# Target sequence (P35372 whole entry, looked up): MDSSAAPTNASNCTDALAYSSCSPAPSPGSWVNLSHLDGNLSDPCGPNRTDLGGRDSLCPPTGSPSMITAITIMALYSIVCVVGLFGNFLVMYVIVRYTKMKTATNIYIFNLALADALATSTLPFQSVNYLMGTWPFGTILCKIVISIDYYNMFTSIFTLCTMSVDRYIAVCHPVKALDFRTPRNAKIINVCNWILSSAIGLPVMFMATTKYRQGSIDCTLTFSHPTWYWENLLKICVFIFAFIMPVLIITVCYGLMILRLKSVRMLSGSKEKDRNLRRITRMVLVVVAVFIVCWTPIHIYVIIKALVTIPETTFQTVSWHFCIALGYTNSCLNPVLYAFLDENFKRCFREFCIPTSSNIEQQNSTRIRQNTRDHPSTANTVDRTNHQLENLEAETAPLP
# Target sequence (P41143 whole entry, looked up): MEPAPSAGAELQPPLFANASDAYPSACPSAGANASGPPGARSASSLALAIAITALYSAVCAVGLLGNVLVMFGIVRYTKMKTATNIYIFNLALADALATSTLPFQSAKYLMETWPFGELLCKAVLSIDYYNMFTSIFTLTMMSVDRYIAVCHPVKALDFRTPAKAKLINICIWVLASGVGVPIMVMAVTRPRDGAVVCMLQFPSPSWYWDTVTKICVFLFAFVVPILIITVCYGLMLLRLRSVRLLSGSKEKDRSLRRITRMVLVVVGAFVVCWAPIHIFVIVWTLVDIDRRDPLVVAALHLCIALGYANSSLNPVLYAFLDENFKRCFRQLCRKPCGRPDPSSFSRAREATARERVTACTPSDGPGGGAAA
# OPRM1-OPRD1 inv – inverse agonists of MOR-DOR heterodimerization, primary screen, cell-based, luminescence | Mu-type opioid receptor (Homo sapiens) + Delta-type opioid receptor (Homo sapiens), … | cell-based MOR-DOR heterodimer luminescence, inverse agonism | inhibition, % at 9.3 µM | hit rate 0.21% among 340,000; in the data active = inhibition above about 22%, passing the limit was not always enough;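 also: 0% = cells with DMSO and 100% = wells without cells with DMSO; values of inactives mirror those of a sister screen read the other way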
# SUMO Mot1 rescue – yeast Mot1-301 growth rescue at high temperature, primary screen, SUMOylation pathway inhibitor project, S. cerevisiae, ATP luminescence, 38.5C; S. cerevisiae Mot1-301 growth rescue; percent above DMSO median, 100 means doubled; growth rescue, % at 18.8 µM; hit rate 1% among 320,000; AID 2716, 2010;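 active = every valid replicate shows activation above 250% relative to neutral control wells; inactive = the rest, any valid replicate at or below 250%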;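 also: OY570 slx delta 5 strain wells were the positive control but not used for scaling; some compounds called inactive have numbers as strong as hits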
# Pemphigus Ab inh – inhibitors of pemphigus antibody binding to DSG3, primary screen, biochemical, bead-based, flow cytometry, scFv-GFP; DSG3-coupled beads, scFv-anti-DSG3-GFP binding; hits give low values; binding (percent of control), % at 10 µM; Desmoglein-3 (Homo sapiens), P32926; hit rate 0.48% among 310,000;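 active = binding more than 3 SD below its plate's average and above zero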;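 also: hits lower antibody fragment binding to DSG3; some compounds called inactive have numbers as strong as hits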
# PfHsp90 set2 – growth inhibition of PfHsp90-expressing yeast, primary screen, antimalarial PfHsp90 inhibitor project, S. cerevisiae, BacTiter-Glo luminescence, single point, set 2 | inhibition, % at 9.4 µM | AID 504621, 2011 | hit rate 0.32% among 310,000 | BacTiter-Glo ATP, 48 h; yeast lacking PDR1 and PDR3 efflux regulators;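 active = every replicate shows inhibition above about 80%, whatever the replicate mean, limit read from the data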;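 also: 0% = DMSO neutral controls and 100% = 20 µM radicicol positive controls; yeast relying on Plasmodium falciparum Hsp90 in place of its own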
# Ecoli viability – E. coli V3065 growth inhibition, primary screen, counter-screen for AddAB inhibitor project, absorbance, OD600; 18 h; inhibition, % at 11.9 µM; hit rate 0.27% among 330,000; AID 449728, 2010;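 active = inhibition above the campaign's mean inhibition across all tested compounds plus 3 SD, cut at about 9.9% in these data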;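 also: uninfected addAB+ strain grown without phage in ampicillin broth; 0% = DMSO wells and 100% = ciprofloxacin 0.95 µg/ml wells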
# Arr AP2 block – inhibitors of beta-arrestin/AP2 binding, primary screen, biochemical, GPCR trafficking, flow cytometry | inhibition, % at 10 µM | hit rate 0.31% among 340,000 | FITC-arrestin peptide / GST-AP2 beads; AP2 beta2 appendage carries R879A mutation;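 active = inhibition above a set limit, near 3 SD of compounds lacking own fluorescence, cut at about 54% in these data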;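 also: plate controls were DMSO wells for no effect and 5 µM unlabelled arrestin peptide for full effect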
#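 System: GST-tagged AP2 beta2-adaptin appendage (R879A) on 4 µm glutathione beads / Reagent: FITC-arrestin peptide, 50 nM / Detection: HyperCyt-sampled flow cytometry, FL1 channel, ex 488/em 535 nm / Timing: 12 min plus 1 h, RT / Buffer or medium: PBS plus Tween 20 (0.05%) and BSA (0.1%)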
# phage Ecoli inh – growth loss of phage-infected E. coli, primary screen, RecBCD inhibitor project, absorbance, with phage, HTS | inhibition, % at 11.9 µM | hit rate 0.26% among 360,000 | AID 651602, 2012; in the data active = inhibition above about 11%
# PKA-R1A act – activators of PKA-R1A holoenzyme, primary screen, biochemical, fluorescence polarization, Cy5-IP20, bovine R1A, mouse PKAc; PKA-R1A dissociation; scaled: DMSO 0%, 113 µM cGMP 100%; hit rate 0.083% among 340,000; cAMP-dependent protein kinase type I-alpha regulatory subunit (Bos taurus) + …; activation, % at 11.4 µM; AID 504707, 2011;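 active = percent activation above the mean of all tested compounds plus 3 SD, cut at about 19% in these data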;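 also: higher means more PKAc released from R1A so a rise in polarization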
# An asterisk follows results filed as active; . = not tested or not shown.
SMILES,AddAB inh,Tat transport,OPRM1-OPRD1 ag,OPRM1-OPRD1 inv,SUMO Mot1 rescue,Pemphigus Ab inh,PfHsp90 set2,Ecoli viability,Arr AP2 block,phage Ecoli inh,PKA-R1A act
COc1ccccc1C(=O)N1C(CC(=O)Nc2ccc(C)c(C)c2)C(=O)NC2CCCCC21 (stereo unspecified),4.5,0,-1.7,9,-14,104,5,0.2,7,1.8,-9
Cc1onc(-c2ccccc2)c1-c1ccnn1C(=O)NC(C)C,2.0,5,-1.3,7,8,114,-5,0.4,8,4.0,-17
Cc1cc(C)c(C)c(S(=O)(=O)NCc2ccc(C(=O)NCC3CCCO3)cc2)c1C (stereo unspecified),2.1,-4,-1.6,8,12,107,-13,2.7,4,-0.2,-9
CC(=O)Nc1ccc(S(=O)(=O)N2CCCN(c3nc(C)cc(C)c3C#N)CC2)cc1,-1.4,7,-3.3,18,12,117,7,0.3,-11,1.4,2
Cc1cccc(C)c1NC(=O)CNC(=O)c1ccc(COc2ccccc2)cc1,1.5,0,1.0,-4,5,82,0,0.3,-2,-0.2,2
COc1ccc(CN(C)CC(=O)Nc2ccccc2C(F)(F)F)c(OC)c1,3.3,0,-0.3,2,.,99,8,2.6,-18,-6.2,-9
O=C(Nc1ccc(N2CCOCC2)cc1)C1(S(=O)(=O)c2ccccc2)CC1,-0.2,12,-1.9,10,-26,100,12,2.3,27,2.6,-1
CCCSCCCNC(=O)Cn1cc2c(n1)CCC(C)C2 (stereo unspecified),6.1,0,-1.5,8,7,106,18,-2.6,-2,3.6,-7
O=C(Oc1cccc(NC2=NS(=O)(=O)c3ccccc32)c1)c1ccncc1,-0.9,-13,-2.9,15,-11,100,-3,-0.3,18,1.2,1
O=C(NCc1ccc2c(c1)OCO2)c1ccc(CS(=O)Cc2ccc(Cl)cc2)o1 (stereo unspecified),5.0,-10,-2.9,15,187,108,2,-1.4,6,3.3,-3
COc1ccc(C=O)cc1Cn1c(C)cc(C)c(C#N)c1=O,-1.4,-2,6.4,-32,-16,100,9,-0.3,41,0.7,8
COC(=O)c1ccc(C2C(C(C)=O)=C(C)Nc3ncnn32)cc1 (stereo unspecified),-0.9,0,-2.2,13,-2,96,17,-2.1,12,1.8,-4
COc1ccc(OC)c(NC(=O)c2ccc(NC3=NC4CS(=O)(=O)CC4S3)cc2)c1 (stereo unspecified),1.4,0,-0.5,3,-4,111,-5,-1.3,4,2.9,-2
COc1ccc(NC2=CC(=O)CC(c3ccc(C)cc3)C2)c(OC)c1 (stereo unspecified),1.7,12,0.8,-5,-8,103,-24,-3.2,-2,1.0,-8
Cc1nc2ccccc2c(=O)n1/N=C/c1ccc(OC(F)F)cc1,-1.9,-7,1.6,-7,-7,103,0,-4.0,29,2.5,0
CC(C)Oc1cccc(C(=O)NC(=S)Nc2ccc(N3CCN(C)CC3)cc2)c1,-3.0,1,0.5,-3,8,.,-13,-4.5,48,3.3,7
CCCn1c(=N)n(CC(=O)c2ccco2)c2ccccc21,2.5,2,-2.4,13,-5,106,-1,2.0,-5,4.7,-20
CC(=O)Nc1ccc(NC(=O)C2CCCN2S(=O)(=O)c2cccc(C(F)(F)F)c2)cc1 (stereo unspecified),-0.2,9,-2.8,16,-12,115,-10,-4.0,-10,1.4,-7
c1ccc(CN(Cc2ccccc2)c2nn[nH]n2)cc1,-1.9,-3,0.2,-2,18,102,-6,-0.8,4,3.2,-9
O=C(CC12CC3CC(CC(C3)C1)C2)Nc1c(F)cccc1F,1.2,-10,-1.3,6,4,104,-45,0.7,29,.,-3
C=C1CCN(C(C)C(=O)O)S(=O)(=O)c2ccccc21 (stereo unspecified),2.5,-4,-1.3,6,89,101,9,-1.9,24,0.5,4
CCCc1cc(=O)oc2c3c(cc(OCC(=O)NCCN4CCOCC4)c12)OC(C)(C)CC3,4.0,-1,-1.7,8,13,100,-6,-1.7,-7,3.1,-1
COCCN(C(=O)CSc1nc(N)cc(=O)[nH]1)c1c(N)n(Cc2ccccc2)c(=O)[nH]c1=O,2.2,6,-1.4,9,9,105,-1,-0.9,-4,3.0,1
COc1cccc(-c2coc3c(C)c4oc(=O)c(CC(=O)O)c(C)c4cc23)c1,-1.3,8,0.0,0,-9,98,-6,-1.6,-8,0.7,8
COc1ccc(OC)c(NC(=O)c2ccc(NS(=O)(=O)c3c(C)noc3C)cc2)c1,0.4,0,-0.3,2,-10,107,0,-2.3,7,2.1,-1
Cc1ccc(/C(N)=N/OC(=O)C23CC4CC(CC(C4)C2)C3)cc1,3.3,-1,-1.4,8,257,104,.,-2.2,19,4.0,4
COc1ccc2nc(NCc3ccc(OC)c(OC)c3OC)sc2c1,.,-2,-3.0,15,.,120,-1,.,34,2.6,-8
O=C(c1ccncc1)N1CCN(C(=O)c2cccs2)CC1,2.1,-2,-1.4,8,516,101,-12,-1.9,-9,2.6,8
O=C(Nc1cc(S(=O)(=O)N2CCOCC2)ccc1-n1cncn1)c1ccc(Cl)cc1,4.2,-2,-2.2,12,877,96,-17,1.5,35,5.3,4
COc1cccc(NC(=S)NCc2ccco2)c1,-1.1,-3,0.7,-4,-6,103,-9,-3.1,-6,3.3,-7

# An excerpt from above with just Ecoli viability and Tat transport:
compound	Ecoli viability	Tat transport
O=C(Nc1cc(S(=O)(=O)N2CCOCC2)ccc1-n1cncn1)c1ccc(Cl)cc1	1.5	-2
COc1ccc(OC)c(NC(=O)c2ccc(NS(=O)(=O)c3c(C)noc3C)cc2)c1	-2.3	0

# New compounds follow
SMILES,AddAB inh,Tat transport,OPRM1-OPRD1 ag,OPRM1-OPRD1 inv,SUMO Mot1 rescue,Pemphigus Ab inh,PfHsp90 set2,Ecoli viability,Arr AP2 block,phage Ecoli inh,PKA-R1A act
O=C(OCCOc1ccc(F)cc1)c1ccc(S(=O)(=O)N2CCCC2)cc1,3.1,7,-4.6,18,.,96,-4,-2.4,-8,1.6,-3
Cc1noc(C(=O)Nc2sc3c(c2C#N)CCC3)c1Cl,-1.7,-7,-1.3,8,8,95,9,-3.3,31,2.1,-4
O=C(CCCNC(=O)/C(=C/c1ccc(F)cc1)NC(=O)c1ccccc1)OCc1ccccc1,-2.0,0,-0.1,1,18,97,8,-1.6,0,0.6,-1
O=C(NCc1ccccc1)C(=O)NCC1OCCCN1S(=O)(=O)c1cccs1 (stereo unspecified),-1.7,-11,1.5,-6,56,106,-11,-1.6,-2,-0.8,-1
COc1cc(-c2c(C#N)c(N)nc(SCc3ccncc3)c2C#N)cc(OC)c1OC,-0.8,-8,-1.6,8,-7,100,.,-1.0,1,.,-4
CCN(CC(=O)Nc1c(F)cccc1F)C(=O)C1CC(=O)N(c2ccccc2OC)C1 (stereo unspecified),2.9,1,-2.4,13,-5,104,9,0.3,-19,-2.9,2
COc1ccc(-c2nn(-c3ccccc3)cc2C(=O)NC2CCCCC2C)cc1 (stereo unspecified),0.1,1,1.2,-8,-1,102,-13,0.4,-18,1.0,-11
CC(C)(C)OC(=O)N/N=C\c1ccc(OC(=O)c2cccs2)cc1,-0.2,2,0.4,-2,17,120,-8,-4.0,-8,4.2,1
CN(Cc1cccc(F)c1)C(=O)c1cc(=O)[nH]c2ccccc12,4.5,-4,-0.6,4,15,90,-39,-2.5,-8,2.1,0
CC(C)c1onc(C(=O)N2CCN(c3ccccc3)CC2)c1[N+](=O)[O-],1.7,-1,3.3,-16,-1,85,1,3.3,4,1.8,3
Cc1cc(OCCn2nc(C(=O)O)c3ccccc3c2=O)ccc1C(C)C,.,-1,3.3,-21,.,.,-25,.,2,2.6,-8
O=C1CSC(=S)N1c1ccccc1,.,-5,-3.5,18,.,118,-8,.,-2,4.0,0
CC1CCCCN1CCNC(=O)CN1C(=O)COc2ccccc21 (stereo unspecified),-0.7,-6,0.2,-1,-10,87,-5,-0.5,5,-0.7,-7
COC(=O)N/N=C(\C)c1cccc(C(F)(F)F)c1,2.5,-2,-1.1,6,-9,99,5,-2.2,-12,1.8,3
CC1CC(=O)c2cnc(N)nc2C1 (stereo unspecified),0.3,-10,-1.2,6,2,126,.,1.4,-4,1.1,-2
CCO[C@H]1OC(C(=O)NC2CC2)=C[C@@H](c2coc3ccccc3c2=O)[C@@H]1CCCO,5.7,0,-1.2,7,4,100,24,0.7,-3,1.3,-2
O=C(Nc1ccc(Oc2ccc(Cl)cc2)cc1)c1ncn[nH]1,0.4,4,3.2,-17,10,90,4,-5.2,3,-1.3,13
CC(C)CCNC(=O)CCCC1=NS(=O)(=O)c2ccccc2N1,5.1,1,1.9,-12,-1,93,-10,2.3,3,0.9,-1
C[n+]1ccn(CC(=O)c2ccc(Br)cc2)c1,2.2,-6,-2.5,13,15,93,-3,0.5,-3,5.4,-7
COc1ccc(C2c3c(ccc4ccccc34)Oc3ncn4nc(Cc5ccccc5)nc4c32)cc1OC (stereo unspecified),2.4,-2,-1.8,9,-15,.,-30,0.2,9,2.5,3
Cc1ccc(S(=O)(=O)N2CCN(C(=O)CCOc3cc(C)ccc3C)CC2)cc1,-1.3,5,-1.8,8,5,93,8,-3.0,1,0.5,-1
COC(=O)CCN1CCC2CC1c1cc(Cl)ccc12 (stereo unspecified),.,3,-3.5,16,.,99,14,.,-4,2.5,-15
CC(C)NC(=O)NC(=O)COC(=O)CCCSc1nc2ccccc2s1,0.1,-1,0.0,0,505*,99,-38,0.2,-7,2.5,-2
CCc1cccc(NC(=O)c2cc(OC)c(OC)c(OC)c2)c1,-0.4,4,-2.7,14,.,121,.,-0.1,-10,0.0,1
O=c1[nH]c(/C=C/c2ccc([N+](=O)[O-])cc2)c([N+](=O)[O-])c(=O)[nH]1,.,2,4.1,-23,-9,115,16,.,14,-1.6,-1
O=C1CN(C(=O)c2ccc(Br)o2)C(c2ccc(F)cc2)c2cc(F)ccc2N1 (stereo unspecified),1.1,-2,3.0,-16,-8,106,.,1.3,-5,1.3,-7
Cn1nccc1NS(=O)(=O)c1ccc(C(C)(C)C)cc1,1.8,16,-1.6,9,-3,111,20,-0.4,-9,2.1,4
